Bioassay records deposited in PubChem by several laboratories.
PrPC surface inh = inhibitors of human cell surface prion protein PrPC | TR-FRET read-out | inhibition, % at 13.8 µM | actives 0.43% (n = 370,000); in the data active = inhibition above about 24%; also: 0% = median of the test wells and 100% = reference compound wells
CCHF vOTU inh = CCHFV vOTU protease inhibition; actives 0.55% (n = 370,000); AID 651958; inhibition, % at 11.5 µM; Pep-AMC fluorescence; in the data active = inhibition above about 30%; also: 0% = vehicle wells with enzyme and 100% = no enzyme wells
BoNT F protease = blocks Botulinum neurotoxin F light chain protease; Multiplex microsphere protease cleavage assay, flow cytometry; inhibition, % at 10 µM; actives 0.22% (n = 360,000); in the data active = inhibition above about 35%, passing the limit was not always enough; inconclusive = no clear call, values can overlap the other calls; also: plate controls were buffer without enzyme for full effect and enzyme alone for no effect
Yp Topo-I inh = blocks Yersinia pestis topoisomerase I activity. Y. pestis Topo-I cleavage product accumulation, plate reader. AID 504884. activity, % at 10 µM. actives 0.064% (n = 360,000); in the data active = activity above about 50%, passing the limit was not always enough; inconclusive = no clear call, values can overlap the other calls; also: inactives centre near 2
PfHsp40 rescue = compounds rescuing yeast from Plasmodium falciparum HSP40 toxicity | actives 0.68% (n = 340,000) | S. cerevisiae expressing PfHsp40, growth rescue, ATP luminescence | AID 504582 | growth rescue, % at 12.5 µM; in the data active = growth rescue above about 28%, passing the limit was not always enough; inconclusive = no clear call, values can overlap the other calls;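 also: yeast W303a lacking pdr1 and pdr3 grown in galactose medium; growth measured after three days at 30 °C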
FadD28 FP inh = M. tuberculosis FadD28 bisubstrate binding inhibition; inhibition, % at 12.5 µM; actives 0.22% (n = 360,000); FadD28 bisubstrate probe binding, fluorescence polarization; AID 588549; in the data active = inhibition above about 8.5%, passing the limit was not always enough; inconclusive = no clear call, values can overlap the other calls
Anthrax LF inh2 = inhibitors of Bacillus anthracis lethal factor protease; inhibition, % at 10 µM; actives 0.12% (n = 360,000); P15917; multiplex microsphere protease cleavage assay, LF; also: plate controls were buffer without enzyme for full effect and enzyme alone for no effect
BoNT A protease = blocks Botulinum neurotoxin A light chain protease; inhibition, % at 10 µM; actives 0.17% (n = 360,000); multiplex microsphere protease substrate cleavage, flow cytometry; also: plate controls were buffer without enzyme for full effect and enzyme alone for no effect
TcdB GH inh = TcdB glycohydrolase inhibition | AID 652162 | actives 0.24% (n = 350,000) | P18177 | inhibition, % at 9.99 µM | TcdB glycohydrolase enzymatic assay, plate reader; in the data active = inhibition above about 10%
Numbers without * were called inactive; ? = inconclusive; nt = not tested or not shown. Rule as the data show it, unless noted: active = inhibition above about 30%; inconclusive = no clear call, values can overlap the other calls; inactive = below that. Hits appear at their usual frequency; 2.3% or so of the library scored in one or more.

1. O=C(NCC(c1ccco1)N1CCCC1)c1ccc(S(=O)(=O)Nc2ccccc2F)cc1 (stereo not drawn)
2. C/C(=C\c1cccs1)C(=O)c1c(C)cc(C)[nH]c1=O
3. CC(C)CS(=O)(=O)C1=NSC2=NC(=O)/C(=C\c3ccc(OC(=O)c4ccco4)cc3)C(=N)N21
4. Cc1nnc(SCC(=O)Nc2ccc(S(=O)(=O)N3CCCCC3)cc2)s1
5. CC(C)C(=O)NC(=S)Nc1ccc(S(=O)(=O)N2CCN(C)CC2)cc1
6. COc1ccc(Cl)cc1NC(=O)CN1CCCC1
7. COC(=O)c1cc(OC)c(OC)cc1NC(=O)C1CCC(=O)N1S(=O)(=O)c1ccc(C)cc1 (stereo not drawn)
8. CCOC(=O)c1ccc(N=C2S/C(=C\c3cc(C)n(-c4cccnc4)c3C)C(=O)N2C)cc1
screen / no.	1	2	3	4	5	6	7	8
PrPC surface inh	5	-2	-7	0	-8	-2	-2	0
CCHF vOTU inh	-4	-1	5	5	-18	3	-5	-16
BoNT F protease	10	-10	-4	-6	-4	-1	-2	2
Yp Topo-I inh	-4	5	17	4	0	8	6	25
PfHsp40 rescue	-1.1	-1.0	-0.3	-0.6	-1.5	nt	-0.5	1.2
FadD28 FP inh	-3.0	-3.4	-1.5	-1.9	0.0	0.9	-1.0	-3.8
Anthrax LF inh2	-2	14	1	-1	-2	-6	0	-6
BoNT A protease	-1.4	-1.2	-1.9	-0.2	-0.3	0.6	0.1	0.6
TcdB GH inh	0.7	0.1	-1.1	nt	nt	6.2	nt	nt

9. Cc1ccc(C(=O)/C=C/c2ccccc2)o1
10. CN(C(=S)Nc1ccc(SC(F)F)cc1)C(c1ccccc1)c1ccccc1
11. ClCC1NCC(c2ccccc2Cl)c2c1[nH]c1ccccc21 (stereo not drawn)
12. O=C(CSc1ccsc1[N+](=O)[O-])NCc1ccccc1
13. COc1ccc(C2Nc3ccccc3C(=O)N2Cc2ccccc2)cc1COc1ccccn1 (stereo not drawn)
14. COc1ccccc1OCC(=O)N1CCCC(Nc2ccc(F)c(F)c2)C1 (stereo not drawn)
15. S=c1[nH]cnc2scc(-c3ccccc3)c12
16. Cc1cc(C)n(Cc2cc(C(=O)O)c3ccccc3n2)n1
screen / no.	9	10	11	12	13	14	15	16
PrPC surface inh	-3	12	0	-32	-15	-1	-4	0
CCHF vOTU inh	-3	2	7	7	-90	8	1	3
BoNT F protease	-10	?	-45	0	4	-5	-4	6
Yp Topo-I inh	-8	-11	-19	0	10	4	-10	3
PfHsp40 rescue	0.6	1.0	-1.5	-0.2	-0.4	-0.6	2.4	0.4
FadD28 FP inh	-1.2	-4.3	-3.4	-0.9	-5.9	1.4	-1.3	-2.3
Anthrax LF inh2	-6	-14	-11	-2	-2	-4	-2	-8
BoNT A protease	-0.1	-2.6	-0.5	0.0	0.1	-1.1	0.4	-0.2
TcdB GH inh	nt	-1.2	2.7	3.2	nt	1.5	3.2	2.6

17. C=C1CCN([C@@H](CC(C)C)C(=O)NCCCc2ccccc2)S(=O)(=O)c2ccccc21
18. O=C(CN1C(=O)CSc2ccc(S(=O)(=O)N3CCOCC3)cc21)NCc1ccc(Cl)cc1
19. Cc1ccc(Nc2ncnc3c2cnn3C)cc1
20. O=C(COCc1nc2ccccc2c(=O)[nH]1)NC1CCCC1
21. CCOc1ccc(S(=O)(=O)Nc2cccc(C(=O)NCC(C)(C)N3CCOCC3)c2)cc1
22. CCC(C)(C)NC(=O)C(c1ccc(OC)cc1)N(Cc1ccco1)C(=O)CCC(=O)Nc1cc(C)on1 (stereo not drawn)
23. CC(C)(C)c1ccc(C(=O)N/C(=C\c2ccco2)C(=O)O)cc1
24. CN(Cc1ccc2c(c1)OCO2)C(=O)c1cc(-c2ccccc2)c(N2CCOCC2)s1
screen / no.	17	18	19	20	21	22	23	24
PrPC surface inh	6	7	-4	2	3	-3	4	5
CCHF vOTU inh	19	-1	0	-10	6	12	15	10
BoNT F protease	3	4	3	0	-7	-16	5	-6
Yp Topo-I inh	40	7	-3	2	3	23	-1	30
PfHsp40 rescue	6.8	-0.9	-2.0	0.0	1.1	0.4	-2.2	3.3
FadD28 FP inh	-1.0	-1.6	-2.6	-0.7	-0.7	-2.6	3.2	-3.4
Anthrax LF inh2	2	-1	0	-1	0	2	0	-3
BoNT A protease	-0.3	2.0	0.2	-0.9	-1.9	0.4	0.0	-0.6
TcdB GH inh	0.4	0.4	2.1	nt	0.7	nt	-1.2	1.5

25. C[C@]12C=CC(=O)C=C1CC[C@@H]1C2=CC[C@]2(C)[C@@H](C(=O)CN3CCN(c4cc(N5CCCC5)nc(N5CCCC5)n4)CC3)CC[C@@H]12
26. Cc1nc2ccc(S(=O)(=O)NCC(=O)N3CCC(C)CC3)cc2s1
27. COn1c(-c2ccc(Cl)cc2)nc2ccc(Cl)cc21
28. COc1ccc2nc(NC(=O)CSc3ccccc3)sc2c1
29. FC(F)(F)c1ccc(N2CCOCC2)c(NC2=NCCCCC2)c1
30. O=C(Nc1nc(-c2ccccc2)ns1)c1cccs1
31. CCCCn1c(N)c(N(CC(C)C)C(=O)CN2C(=O)NC3(CC(C)CC(C)(C)C3)C2=O)c(=O)[nH]c1=O (stereo not drawn)
32. COc1cccc(NC(=O)CSc2nnc(Cc3ccc(OC)c(OC)c3)o2)c1
screen / no.	25	26	27	28	29	30	31	32
PrPC surface inh	-4	0	2	-3	-4	13	9	11
CCHF vOTU inh	-5	8	4	7	-14	1	12	-8
BoNT F protease	-34	0	-1	5	10	-6	-10	-13
Yp Topo-I inh	7	-3	-7	-6	-6	4	4	3
PfHsp40 rescue	-1.1	-1.1	0.2	-0.2	-0.8	8.6	0.2	0.3
FadD28 FP inh	-3.7	-1.6	-6.5	-1.3	-3.4	-4.5	-4.0	-3.2
Anthrax LF inh2	-10	-6	-2	-2	-3	-1	-5	-6
BoNT A protease	2.1	-0.7	0.4	0.0	0.1	-5.3	0.4	0.1
TcdB GH inh	-0.6	nt	nt	nt	nt	0.8	-8.6	0.3

33. COC(=O)C1CCN(C(=O)/C=C/c2ccccc2)CC1
34. Cc1ccc(NC(=S)NC(=O)/C=C/c2ccco2)c(O)c1
35. CC(C)C(=O)N1CCN(c2ccc(NC(=O)c3ccc([N+](=O)[O-])o3)cc2)CC1
36. CCn1nc(NC(=O)CC(C)C)c2cc3cccc(C)c3nc21
37. COCCN(CCOC)C(=O)c1ccc(NS(=O)(=O)c2ccc3c(c2)OCCO3)cc1
38. COc1ccc(C(=O)NCCC2=CCCCC2)cc1[N+](=O)[O-]
39. CN(C)c1cccc(N=C2C=C(N3CCOCC3)CC(C)(C)C2)c1
40. COC(=O)c1nnn(-c2nonc2N)c1CSc1nnc(C)s1
screen / no.	33	34	35	36	37	38	39	40
PrPC surface inh	1	-1	-1	-4	0	-18	-3	4
CCHF vOTU inh	7	-7	0	3	19	8	14	-3
BoNT F protease	4	-5	0	-13	4	-3	-52	1
Yp Topo-I inh	-10	-12	-5	13	-5	10	-3	8
PfHsp40 rescue	-0.9	0.9	-1.3	0.3	0.8	0.9	-1.3	-0.8
FadD28 FP inh	-3.1	2.7	-3.9	1.2	0.0	-3.6	-2.6	0.3
Anthrax LF inh2	0	2	0	-3	0	-1	-10	-2
BoNT A protease	-0.4	0.1	-0.3	-2.9	0.7	-0.4	2.4	-1.2
TcdB GH inh	0.3	1.7	0.0	1.4	0.2	0.3	nt	0.2

Given field by field: 4 of the compounds above.
(37) COCCN(CCOC)C(=O)c1ccc(NS(=O)(=O)c2ccc3c(c2)OCCO3)cc1
  PrPC surface inh: 0; CCHF vOTU inh: 19; BoNT F protease: 4; Yp Topo-I inh: -5; PfHsp40 rescue: 0.8; FadD28 FP inh: 0.0; Anthrax LF inh2: 0; BoNT A protease: 0.7; TcdB GH inh: 0.2

(39) CN(C)c1cccc(N=C2C=C(N3CCOCC3)CC(C)(C)C2)c1
  PrPC surface inh: -3; CCHF vOTU inh: 14; BoNT F protease: -52; Yp Topo-I inh: -3; PfHsp40 rescue: -1.3; FadD28 FP inh: -2.6; Anthrax LF inh2: -10; BoNT A protease: 2.4; TcdB GH inh: nt

(38) COc1ccc(C(=O)NCCC2=CCCCC2)cc1[N+](=O)[O-]
  PrPC surface inh: -18; CCHF vOTU inh: 8; BoNT F protease: -3; Yp Topo-I inh: 10; PfHsp40 rescue: 0.9; FadD28 FP inh: -3.6; Anthrax LF inh2: -1; BoNT A protease: -0.4; TcdB GH inh: 0.3

(33) COC(=O)C1CCN(C(=O)/C=C/c2ccccc2)CC1
  PrPC surface inh: 1; CCHF vOTU inh: 7; BoNT F protease: 4; Yp Topo-I inh: -10; PfHsp40 rescue: -0.9; FadD28 FP inh: -3.1; Anthrax LF inh2: 0; BoNT A protease: -0.4; TcdB GH inh: 0.3

The list continues:
41. COCCCn1c(C)nnc1SCC(=O)Nc1cccc(C)c1
42. COc1ccc(NC(=O)CSc2nnc(-c3ccccn3)n2N)c(OC)c1
43. Cc1ccc(-c2nnn(CC(=O)NCC3CC3)n2)o1
44. CNS(=O)(=O)c1ccc(OC)c(-c2nnc3c4ccccc4c(C)nn23)c1
45. COc1ccc(NC(=O)COC(=O)CC23CC4CC(CC(C4)C2)C3)c([N+](=O)[O-])c1
46. Cc1ccc(S(=O)(=O)c2nnn3c2nc(N2CCN(c4ccccn4)CC2)c2ccccc23)cc1
47. Cc1ccccc1-n1c(SCC(=O)N2CCC(C(=O)O)CC2)nnc1-c1ccncc1
48. Cn1c(SCc2ccccc2C#N)nc2ccccc2c1=O
screen / no.	41	42	43	44	45	46	47	48
PrPC surface inh	-1	5	-1	-2	-7	6	4	8
CCHF vOTU inh	-12	4	7	-10	0	-2	-3	-12
BoNT F protease	-18	nt	16	-3	-3	8	4	2
Yp Topo-I inh	1	5	2	3	40	14	-9	31
PfHsp40 rescue	0.2	-1.0	-0.4	0.4	3.4	-0.4	0.1	0.1
FadD28 FP inh	-0.3	0.1	-0.9	-5.6	-4.4	-0.1	0.3	-4.9
Anthrax LF inh2	-20	nt	0	3	0	2	2	2
BoNT A protease	-3.9	nt	-0.2	0.0	-0.1	-1.6	0.3	1.9
TcdB GH inh	0.8	nt	nt	nt	nt	0.2	1.6	1.0
